# Ins promoter up: MIN6 insulin promoter up-regulation; AID 1625; z-score at 5 µM; actives 0.3% (n = 190,000); MIN6 insulin promoter-GFP reporter, high-content imaging; active compounds read high;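 active means z-score above 3 at 5 µM with at least 500 cells counted in the well; inconclusive means wells under 500 cells, flagged as cytotoxic or low count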
# Lipid droplet: hepatic lipid droplet formation modulation. AML12 mouse hepatocytes, oleate lipid droplets, BODIPY imaging. inhibition, % at 6.5 µM. actives 0.4% (n = 240,000);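 active means lipid droplet intensity inhibited by at least 50%, with more than 500 cells counted; inconclusive means wells with under 300 cells, treated as cytotoxic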
#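 Assay system: AML12 hepatocytes (mouse) / Also added: 100 µM oleic acid challenge / Times: overnight treatment with compound plus oleate / Detection: high-content imaging of BODIPY-stained droplets and DAPI nuclei / Evaluation: % inhibition of lipid droplet signal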
# TNAP activators: human TNAP enzyme activators, primary screen, biochemical, luminescent, no phosphate acceptor, uHTS (AID 1001). activation fold at 20 µM; hits with a dose series show EC50 in µM. purified TNAP, luminescent activation assay, no phosphate acceptor; higher activation fold means a stronger effect. actives 0.03% (n = 200,000); in the data active means activation fold from about 3, or a potency from the dose series; inactive means the rest, 99 in 100 with activation fold below about 1.6; further: many of its hits are not listed in these tables
# Dynein transport: dynein cargo transport inhibition. 3617.4 mouse cells, GR-EGFP nuclear translocation imaging; test concentration mostly 20 µM; stimulated with dexamethasone, 1 µM; active compounds read low. z-score, hits read low. actives 0.47% (n = 220,000). AID 1381;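 active means plate z-score of nuclear minus cytoplasmic receptor signal below a set negative limit, without overly bright fluorescence or cell loss, cut at about -3.5 in these data, passing the limit was not always enough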;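 further: z-score of nuclear minus cytoplasmic ring GR-EGFP intensity difference per well; some compounds called inactive have numbers as strong as hits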
#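 medium = tetracycline-free induction medium containing charcoal-stripped FBS | probe or stimulus = dexamethasone, 1.0 µM final | timing = 48 h induction, then 1 h compound, then 30 min agonist, 37 °C | detection = automated 10x imaging of fixed Hoechst-stained cells | read-out basis = nuclear versus cytoplasmic GR-EGFP signal, averaged per well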
# bCat nuc transl: modulators of beta-catenin nuclear translocation | actives 0.3% (n = 190,000) | HeLa beta-catenin nuclear translocation, immunofluorescence imaging | nuclear translocation activity, % at 5 µM;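 active means nuclear translocation activity above 50% at 5 µM, with a well cell count of 50 or more; inconclusive means wells under 50 cells across six images, flagged as toxic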;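 further: per-cell ratio of nuclear to cytoplasmic median beta-catenin stain intensity; plate controls were DMSO negative control for no effect and GSK-3 inhibitor IX positive control for full effect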
#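 System: HeLa cells, endogenous beta-catenin; compound dosing: 5 µM primary single dose, 0.1% DMSO, 0.02–20 µM confirmation series; incubation: 24 h compound exposure at 37°C, 5% CO2; signal: beta-catenin immunofluorescence imaging with DAPI; evaluation: % activation, nuclear-to-cytoplasmic median beta-catenin signal ratio per cell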
# Myeloid diff 2: promotes myeloid progenitor differentiation; ER-HoxA9 myeloid progenitors, lysozyme-GFP differentiation, flow cytometry; calls only at 10 µM; actives 1% (n = 360,000); AID 624256;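 active means normalized GFP-positive differentiation at or above the plate's own cutoff, the solvent-only control mean plus 3 SD; inconclusive means no clear call, values can overlap the other calls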;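 further: cells exposed to compound for four days before flow analysis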
# MT stabilize HCS: microtubule stabilizers in HeLa cells; HeLa tubulin immunostaining HCS, 24 h; share of cells brighter than vehicle mean+2SD; % tubulin-high responders, % at 10 µM; actives 0.83% (n = 200,000); AID 2205;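 active means plate Z-score above 3 for both tubulin-high and condensed-nucleus cell shares, with cell loss under 80%, at 10 µM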;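 further: anti alpha tubulin signal scored within the nucleus-defined area of each cell; some results filed as inactive read as strong as hits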
# T cell modulator: T cell immune modulation candidate | 2C CD8+ T cell-vesicle binding, flow cytometry; active compounds read low | actives 0.068% (n = 330,000) | calls only at 7 µM;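 active means response, share of CD8 T cells binding vesicles, and their 90th percentile fluorescence all below set limits, cut at about 80% in these data, passing the limit was not always enough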
#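 Material: 2C TCR transgenic mouse naive CD8+ T cells, MACS-purified. Also added: QL9-charged Drosophila Ld/ICAM-1/B7-1 vesicles. Timing: binding 1.5 h at 37 °C. Measured by: high-throughput flow cytometry with anti-B7-1 and anti-CD8 staining. Read-out: percent CD8+ FL2 mean versus row control. Controls: Unloaded micro-vesicles (low), QL9 vesicles with 0.7% DMSO (high).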
# PMI inhibitors: MPI enzyme activity inhibition – biochemical, fluorescence intensity, coupled assay, primary screen (AID 1209). purified PMI enzyme, coupled fluorescence intensity; higher % means a stronger effect. inhibition, % at 20 µM, or IC50 in µM where a hit was titrated. actives 0.42% (n = 190,000); in the data active means inhibition above about 50%;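 further: plate controls were DMSO vehicle for no effect and wells lacking substrate for full effect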
# Dynein transport cytoplasmic EGFP: also measured in Dynein transport; calls as there; z-score; measured here: cytoplasmic GR-EGFP intensity; active compounds read high
# Dynein transport nuclear GR-EGFP: further read-out of Dynein transport, marked with its call; z-score; measured here: nuclear GR-EGFP intensity;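 lower value marks the stronger effect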
# Dynein transport cell count: also measured in Dynein transport; calls as there; z-score; measured here: cell count per field
# Ins promoter up cell count: also measured in Ins promoter up; calls as there; cell count; measured here: cytotoxicity, nuclei count;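 total cells summed across four imaged fields per well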
# Lipid droplet cells 6.5 µM: also measured in Lipid droplet; calls as there; cell count; measured here: cell count, cytotoxicity flag;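 cells counted across two imaged fields per well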
# bCat nuc transl cell count 5 µM: second read-out of bCat nuc transl, no call of its own (marks repeat the call); cell count; measured here: cell count, cytotoxicity flag
# T cell modulator vesicle-bound %: further read-out of T cell modulator, marked with its call; double positive events, %; measured here: CD8+ vesicle-bound cell fraction;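 binding gate set so that unloaded-vesicle control wells show 10% double positive cells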
# MT stabilize HCS Hoechst-high %: second read-out of MT stabilize HCS, no call of its own (marks repeat the call); % Hoechst-high responders; measured here: nuclear condensation Hoechst responders;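 share of cells brighter than vehicle mean plus two SD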
# MT stabilize HCS cytotoxicity %: recorded beside MT stabilize HCS, whose call it bears; toxicity, %; measured here: cytotoxicity by cell density;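 0% = mean cell density of plate MIN control wells and 100% = no cells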
# Myeloid diff 2 GFP+ MAC1+ %: second read-out of Myeloid diff 2, no call of its own (marks repeat the call); GFP+ MAC1+ double positive, %; measured here: differentiation confirmed by MAC1 staining
# An asterisk follows results filed as active; i = inactive; u = inconclusive; x = no result given.
SMILES,Ins promoter up,Ins promoter up cell count,Lipid droplet,Lipid droplet cells 6.5 µM,TNAP activators,Dynein transport,Dynein transport cytoplasmic EGFP,Dynein transport nuclear GR-EGFP,Dynein transport cell count,bCat nuc transl,bCat nuc transl cell count 5 µM,Myeloid diff 2,Myeloid diff 2 GFP+ MAC1+ %,MT stabilize HCS,MT stabilize HCS Hoechst-high %,MT stabilize HCS cytotoxicity %,T cell modulator,T cell modulator vesicle-bound %,PMI inhibitors
CC(Sc1nnnn1C)C(=O)Nc1ccccc1-c1ccccc1 (stereo not drawn),1.09,1113,x,x,1.1,0.326,-0.219,0.603,0.313,-1.4,1220,i,7.2,3.9,2.0,6.0,i,36.4,-1.9%
O=C(NC(=S)Nc1ccc(NC(=O)c2ccco2)cc1)c1ccccc1,0.43,1444,1.2,682,1.1,0.443,-0.226,0.654,-0.208,-6.0,553,i,0.0,5.0,2.7,5.1,i,8.2,3.9%
N#Cc1c(SCC(=O)N2CCOCC2)nsc1SCC(=O)N1CCOCC1,-0.03,1278,11.6,696,1.1,-0.224,-0.233,-0.181,0.117,x,x,i,0.2,2.5,2.1,4.6,i,65.0,10.0%
CCOC(=O)c1cn(Cc2ccc(C)cc2)nn1,0.23,1335,3.1,733,1,1.72,-0.0172,1.12,-0.654,x,x,u,x,3.7,2.4,0.3,i,47.2,2.4%
Cc1cc2cc(CNC(=O)c3ccc(S(=O)(=O)N4CCCC4)cc3)ccc2n1C,-0.36,1981,-2.3,577,1,2.05,0.277,1.6,-1.2,-1.0,1068,i,3.2,3.2,3.7,7.8,i,15.0,17.8%
NC(=O)c1ccc(NC(=O)CSc2nnc(-c3ccccn3)n2N)cc1,0.02,1077,-25.5,695,1,-1.33,-0.372,-0.638,1.19,x,x,i,0.4,2.2,2.0,8.9,i,35.8,-3.6%
O=C(NCCc1nnc2ccc(NCc3ccc(Cl)cc3)nn12)c1ccccc1,1.21,1178,35.4,681,1.1,-0.387,-0.249,-0.231,0.362,-1.6,1106,i,0.4,1.5,1.0,7.8,i,34.7,-2.8%
COC(=O)c1c(-c2ccc(C)cc2)csc1NC(=O)C1CC=CCC1C(=O)O (stereo not drawn),0.16,1354,1.3,581,1.1,1.43,0.151,1.19,-1.59,x,x,i,0.9,7.5,1.6,7.1,i,40.4,7.7%
COc1cccc2cc(C(=O)N3CCc4ccccc43)c(=O)oc12,-0.2,863,6.0,801,1.1,2.68,-0.128,1.25,-1.25,-0.1,1217,i,1.5,1.9,1.6,3.9,i,39.7,11.8%
COc1ccc(C2C(C(N)=O)=C(C)Nc3nc(-c4ccccc4)nn32)cc1OC (stereo not drawn),-0.76,900,x,x,1.1,-0.761,-0.281,-0.389,0.746,-6.2,1150,i,2.4,5.2,3.1,4.3,i,63.4,-1.3%
Cn1c(/C=C/N(Cc2ccccc2)c2ccccc2)c([N+](=O)[O-])c(=O)n(C)c1=O,0.11,1186,7.1,671,1,0.444,-0.157,1.1,-0.0492,3.3,977,i,0.0,0.3,2.0,5.2,i,56.9,-37.7%
CC(C)CNC(=O)c1ccc(C2SCC(=O)N2Cc2ccccc2)cc1 (stereo not drawn),-0.67,1584,1.2,693,1.1,1.09,-0.085,0.809,-1.06,-0.7,1022,i,0.2,1.6,3.1,4.7,i,43.0,12.9%
CN1CCN(C(=O)c2ccc3c(=O)n4c(nc3c2)CCCCC4)CC1,-0.6,1571,x,x,1,-1.05,-0.102,-1.26,-0.0799,-0.4,1346,i,0.9,2.1,2.1,9.8,i,38.6,-11.0%
CCC(C)NC(=O)c1cn(-c2cccc(C)n2)cn1 (stereo not drawn),-0.11,1634,x,x,1.1,-0.284,-0.143,-0.166,-0.161,0.2,1385,i,0.6,1.2,2.4,8.5,i,35.8,-5.5%
CCc1cccc(C)c1NC(=O)COC(=O)C(NS(=O)(=O)c1ccc(Cl)cc1)C(C)O (stereo not drawn),-0.33,1353,-4.0,637,1.2,-0.382,-0.298,-0.613,0.918,-0.1,933,i,0.6,2.6,3.0,4.1,i,7.6,-7.5%
Cc1ccc(-c2cccc(CN3CCN(C4CCN(C(C)C)CC4)C(CCO)C3)c2)o1 (stereo not drawn),1.83,1555,0.0,689,1,1.88,1.29,0.882,-0.761,0.9,945,i,0.2,2.6,1.5,4.7,i,7.0,8.7%
COc1ccc(OCCSc2nnc(-c3ccccc3)n2N)cc1,0.78,1203,x,x,1.1,-0.149,0.53,0.482,-1.04,-2.8,1022,i,0.7,6.0,2.8,4.7,i,32.8,3.4%
CCN(CC)C(=O)c1c[nH]c2ccc(S(=O)(=O)Nc3cc(C)cc(C)c3)cc2c1=O,x,x,-2.6,723,1.1,0.23,-0.357,0.283,0.0313,-3.7,1243,i,0.7,2.6,2.3,6.2,i,48.1,3.3%
Cc1ccc(CSc2nnc(-c3ccncc3)n2C)cc1,-0.71,922,-7.0,661,1,0.0277,-0.278,-0.197,0.808,-4.8,1128,i,0.5,3.3,3.5,6.2,i,23.4,-4.5%
Cc1c(Cl)cccc1NC(=O)Cn1c(-c2ccc(F)cc2)noc1=O,0.74,1541,3.4,696,1.1,-0.509,-0.215,-0.0963,0.404,-0.3,1655,i,0.7,2.9,2.7,10.2,i,7.1,5.0%
O=S(=O)(NCc1cccs1)c1cccc2cccnc12,-0.25,1380,x,x,1.1,1.36,-0.195,1.01,-1.84,2.1,1340,i,0.9,5.3,2.2,9.7,i,32.0,-1.9%
Cc1c(Cl)cccc1NC(=O)C(=O)NNC(=O)c1ccccc1F,0.98,1406,17.7,626,2.1,-0.934,0.000128,0.153,0.664,-2.4,1023,i,0.3,1.8,3.0,7.0,i,59.7,-5.1%
Cc1ccc2oc(=O)c(/C=C(\O)CC(C)C)nc2c1,-0.12,1226,-1.4,615,0.9,-0.398,-0.32,-0.558,0.749,-0.3,528,i,1.0,1.5,4.0,12.0,i,12.0,4.0%
O=C(N/N=C/c1cc(Cl)cc(Cl)c1O)c1ccncc1,-0.1,1329,4.3,728,x,0.205,-0.248,0.006,-0.0864,-1.6,1361,u,x,x,x,x,i,43.0,x

# Copied from the list:
# For Ins promoter up, COc1cccc2cc(C(=O)N3CCc4ccccc43)c(=O)oc12 is entered as -0.2
# For bCat nuc transl cell count 5 µM, O=C(NCCc1nnc2ccc(NCc3ccc(Cl)cc3)nn12)c1ccccc1 is entered as 1106

# Next section
SMILES,Ins promoter up,Ins promoter up cell count,Lipid droplet,Lipid droplet cells 6.5 µM,TNAP activators,Dynein transport,Dynein transport cytoplasmic EGFP,Dynein transport nuclear GR-EGFP,Dynein transport cell count,bCat nuc transl,bCat nuc transl cell count 5 µM,Myeloid diff 2,Myeloid diff 2 GFP+ MAC1+ %,MT stabilize HCS,MT stabilize HCS Hoechst-high %,MT stabilize HCS cytotoxicity %,T cell modulator,T cell modulator vesicle-bound %,PMI inhibitors
CCOC(=S)NC(=O)c1sc2ccccc2c1Cl,-0.27,1578,x,x,0.9,-0.478,-0.217,-0.351,0.465,-0.2,1316,i,1.2,1.9,2.3,5.0,i,16.6,4.3%
CCOc1cccc(C(=O)Nc2cnn(Cc3ccccc3)c2)c1,x,x,x,x,1,-0.0445,-0.211,-0.641,0.664,x,x,i,0.8,2.1,2.7,7.5,i,40.3,14.5%
Cc1ccc(S(=O)(=O)N2CC(O)CC2C(=O)NCc2ccc3c(c2)OCO3)cc1 (stereo not drawn),0.55,1418,23.6,670,1.1,0.8,-0.03,1.2,-1.64,-1.0,1026,i,1.3,3.1,2.5,6.2,i,23.3,-1.0%
COc1ccc(NC2C=CS(=O)(=O)C2)c(OC)c1 (stereo not drawn),-1.42,1024,-10.1,715,1.1,-1.16,-0.254,-0.624,0.867,0.9,1387,i,2.3,2.8,2.5,8.2,i,8.4,-15.9%
Cn1nc(-c2ccc(Cl)cc2)cc1NC(=O)CSCC(=O)O,x,x,-3.6,671,x,0.164,-0.238,-0.00797,-0.266,-1.3,1120,i,0.7,x,x,x,i,24.1,x
S=C(Nc1ccc(N2CCOCC2)cc1)Nc1ccc2nc(-c3ccco3)c(-c3ccco3)nc2c1,-0.28,778,18.3,761,0.9,0.653,3.68,0.759,0.3,-3.7,1221,i,0.0,1.4,1.4,11.6,i,24.7,-17.1%
CCCCn1c(=N)n(CC(=O)O)c2ccccc21,0.37,1383,-5.2,578,1.1,-0.0989,-0.302,0.144,0.444,-0.1,1504,i,0.3,4.4,1.8,6.2,i,14.3,-9.4%
Cc1c(C(=O)Nc2ccc3c(c2)OCO3)sc2nc(-c3ccccc3)cn12,0.02,1346,1.6,684,1.1,-1.02,-0.187,-0.165,-0.856,-0.2,1105,i,2.9,2.1,1.3,5.6,i,7.7,5.4%

# Compounds were not picked by outcome, and some 3% of all compounds hit somewhere here.
